# Screens (PubChem)
# Sm TGR inh: blocks Schistosoma mansoni thioredoxin glutathione reductase; purified TGR, DTNB reduction, TNB absorbance 405 nm; actives 3% (n = 360,000); Potency, µM (highest dose often 114 µM), without a hit: at the highest dose activity change, negative = inhibition, actives largely listed as inhibitors; Q962Y6; also: potency is read from the fitted curve at half-maximal effect; % is scaled to controls: 0 for no effect and ±100 for the full control effect; nearly all actives have a fitted effect of over 60% in size
#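 First, TGR (20 nM dispensed) and NADPH were mixed with compound. Second, a 15 min room-temperature incubation followed. Third, further NADPH and then DTNB were added to start the reaction. Finally, TNB absorbance was monitored kinetically.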
# FBPA Giardia inh: blocks Giardia fructose-bisphosphate aldolase activity | A8B2U2 | purified Giardia FBPA | Potency, µM (series often up to 59.6 µM), for the others: at the highest dose activity, negative = inhibition, most hits filed as inhibitors | actives 0.71% (n = 290,000) | AID 2451; also: potency is read from the fitted curve at half-maximal effect; % is scaled to controls: 0 for no effect and ±100 for the full control effect; nearly all actives have a fitted effect of over 55% in size
# Target sequence (A8B2U2 whole entry, looked up): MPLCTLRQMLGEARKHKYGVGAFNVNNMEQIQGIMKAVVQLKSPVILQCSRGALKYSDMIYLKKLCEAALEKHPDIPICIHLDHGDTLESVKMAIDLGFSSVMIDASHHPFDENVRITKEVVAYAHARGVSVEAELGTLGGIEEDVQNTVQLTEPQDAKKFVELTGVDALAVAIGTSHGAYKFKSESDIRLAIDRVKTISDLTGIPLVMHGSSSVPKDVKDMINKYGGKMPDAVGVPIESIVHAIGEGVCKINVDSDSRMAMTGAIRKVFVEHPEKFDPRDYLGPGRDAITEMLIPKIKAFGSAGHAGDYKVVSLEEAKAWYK
#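 40 nM FBPA preincubated 10 min at RT with compound (up to 57.5 uM final), then substrate plus GAPDH/TPI/NAD/arsenate coupling and diaphorase/resazurin added. Fluorescence read after 20 min at RT, 525/598 nm.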
# Pf growth 96h: P. falciparum growth inhibition at 96 hour, primary screen for plastid delayed-death inhibitors. P. falciparum luciferase reporter growth, 96 h. Potency, µM (top dose mostly 28.7 µM), for the others: at the highest dose activity change, negative = inhibition, most hits filed as inhibitors. actives 6.9% (n = 320,000). AID 504834; also: potency is read from the fitted curve at half-maximal effect; % is scaled to controls: 0 for no effect and ±100 for the full control effect
#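 P. falciparum expressing integrated firefly luciferase, in erythrocytes at 2% hematocrit, 0.05% parasitemia, incubated with compounds 96 h at 37 C, 5% CO2. Growth inhibition read as loss of luminescence; two-generation exposure targets delayed-death apicoplast inhibitors.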
# CHX counter: counter-screen hit for Shiga toxin inhibitors, cycloheximide; cell reporter, cycloheximide protein synthesis inhibition counterscreen; max response, %; actives 12% (n = 300,000); in the data active = max response mostly above about 13%, no sharp cut-off; inactive = mostly below about 14%; also: read at 38.3 µM for the half of the compounds with a filed dose; 0% is about no effect
# Shiga inhibitor: Shiga toxin inhibition; AID 2315; Vero cells, Shiga toxin protein synthesis inhibition reporter; inhibition, % at 38.7 µM; actives 9.2% (n = 290,000); in the data active = inhibition mostly above about 28%, no sharp cut-off; inactive = mostly below about 43%; also: 0% is about no effect
# Pf growth 48h: inhibits P. falciparum growth in the first generation, 48 h. P. falciparum luciferase growth in erythrocytes, 48 h. Potency, µM (highest dose often 28.7 µM), without a hit: at the top dose activity change, negative = inhibition, most hits filed as inhibitors. actives 5.9% (n = 310,000). AID 504832; also: potency is read from the fitted curve at half-maximal effect; % is scaled to controls: 0 for no effect and ±100 for the full control effect
#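 A one-generation exposure of luciferase-tagged malaria parasites in RPMI 1640/Albumax erythrocyte culture, 37 C and 5% CO2. Inhibition is inferred from decreased luminescence after adding detection reagent.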
# Starred values were filed as active, the others as inactive; ? = inconclusive; . = not tested or not shown; & = joins results of further samples; [ ] = another dose, or the depositor's remark. Unless noted, calls follow the shape of the dose curve; as a rule, active = well fitted curve in the direction sought with a large enough effect; inconclusive = small, poorly fitted or top-dose-only effect, or another doubt; inactive = no such curve, though single readings can be large; an effect the other way counts as inactive or inconclusive.
SMILES,Sm TGR inh,FBPA Giardia inh,Pf growth 96h,CHX counter,Shiga inhibitor,Pf growth 48h
CCC(C)[C@H]1CNCCN1CCC12CC3CC(CC(C3)C1)C2 (some centres not stated),-14.2%,.,?,.,.,?
CSCC(=O)NC1CCCc2c1cnn2-c1cc(F)cc(F)c1 (configuration not stated),-4.6%,1.7%,?,14.0*,13.8,-0.4%
CC(C)(C)n1nc2c(c1NC(=O)c1cccc(Cl)c1)CS(=O)(=O)C2,0.8%,-2.5%,6.8%,4.2,8.8,-17.0%
CCCC(=O)Nc1c(-c2ccc(C)cc2)c(=O)c2ccccc2n1C,0.8%,8.3%,19.8%,-3.4,-5.1,18.1%
O=C(O)c1ccc(-n2c(/C=C/c3cccc([N+](=O)[O-])c3)nc3ccccc3c2=O)cc1,-5.8%,-7.2%,?,5.0,-6.8,?
Cc1ccccc1Nc1nc(N)nc(COC(=O)CCS(=O)(=O)c2ccc(Cl)cc2)n1,-17.7%,.,5.4%,.,.,20.7%
Cc1ccc2c(c1)/C(=N/O)CCS2,-1.2%,-5.9%,0.0%,-3.4,-3.3,7.7%
COc1cc(C2C(C#N)=C(C)NC(C)=C2C#N)cc(OC)c1OC,2.2%,-3.0%,11.7µM*,-2.1,-8.1,9.28µM*
Cc1ccc(NC(=O)CN2C(=O)CCSc3ccc(S(=O)(=O)N4CCCC4)cc32)cc1C,0.4%&-0.1%,-1.8%,28.7%,-2.0,-2.4,?
COc1ccccc1N(Cc1cc(=O)[nH]c2ccccc12)C(=O)c1ccc([N+](=O)[O-])cc1,6.1%,3.0%,?,-1.7,-3.7,?
O=C(c1ccc(Cl)c(F)c1F)N1CCCC1,2.1%,1.9%,105.2%[activator],0.3,12.4,8.1%
COc1cccc(C(=O)Nc2ccc3c(cc2=O)[C@@H](NC(C)=O)CCc2cc(OC)c(OC)c(OC)c2-3)c1,0.0%,-8.3%,?,-2.0,-4.6,8.28µM*
O=C(O)CCCNC(=O)CC1S/C(=N/N=C/c2ccccc2O)NC1=O (configuration not stated),9.0%,19.6%,6.0%,-8.7,-14.4,-3.7%
CCC(C)NC(=O)Cc1c(C)c2cc3c(cc2oc1=O)OC(C)(C)CC3 (configuration not stated),2.1%,2.0%,93.9%,39.6*,62.6*,62.9%[activator]
CC1CCCC(C)N1C(=O)C1CC(c2ccc(F)cc2)=NO1 (configuration not stated),18.0%,-0.3%,.,20.4*,47.9*,29.6%
COc1ccc(C(=O)NNS(=O)(=O)c2ccc(C)cc2)cc1,-0.7%,-0.1%,14.6%,-1.4,-11.6,5.5%
O=S(=O)(c1ccc(Br)cc1)N1CCCN(Cc2cccc(F)c2)CC1,1.1%,5.4%,21.4%,-3.0,-4.0,-14.7%
CCOC(=O)N1CCC(NC(=O)c2cc(C(=O)Nc3cccc(C(F)(F)F)c3)ccc2CO)CC1,-0.5%,15.3%,2.33µM*,-1.9,12.7,-9.8%
CC(NCC(c1ccco1)N1CCCCC1)C(=O)NC1CCCC1 (configuration not stated),-25.2%,-0.7%,?,2.5,1.1,-13.5%
C=CCC1(CC=C)CCCN1Cc1nc(COc2ccccc2)no1,-32.2%,-1.9%,?,1.3,-2.6,?
O=c1c2c3nc4ccccc4nc3n(-c3cccc(F)c3)c2ncn1Cc1ccc2c(c1)OCO2,3.4%,5.4%,?,-2.7,-2.1,0.0%
Cc1ccc(/C(O)=C2/C(=O)C(=O)N(c3ccccn3)C2c2cccc([N+](=O)[O-])c2)cc1 (configuration not stated),-13.5%,-4.6%,0.0%,0.6,-4.7,23.8%
Cc1nn(C)c(C)c1CNC(=O)Nc1ccc2c(c1)OCO2,-2.8%,0.6%,-1.1%,36.8*,65.3*,108.8%[activator]
COc1ccc2nc(CC(C)(C)CC(=O)O)c[n+]([O-])c2c1,5.4%,2.6%,26.0%,-1.1,-7.1,12.3%
Cc1ccc(C)c(NS(=O)(=O)c2ccc3c(c2)NC(=O)CO3)c1,-23.6%,.,-27.5%,-9.6,-8.0,5.7%

# Quoted at random: 2 records from the list.
SMILES,Sm TGR inh,FBPA Giardia inh,Pf growth 96h,CHX counter,Shiga inhibitor,Pf growth 48h
COc1cc(C2C(C#N)=C(C)NC(C)=C2C#N)cc(OC)c1OC,2.2%,-3.0%,11.7µM*,-2.1,-8.1,9.28µM*
O=C(O)c1ccc(-n2c(/C=C/c3cccc([N+](=O)[O-])c3)nc3ccccc3c2=O)cc1,-5.8%,-7.2%,?,5.0,-6.8,?

# Of the compounds above, three contain a Cl atom:
SMILES,Sm TGR inh,FBPA Giardia inh,Pf growth 96h,CHX counter,Shiga inhibitor,Pf growth 48h
CC(C)(C)n1nc2c(c1NC(=O)c1cccc(Cl)c1)CS(=O)(=O)C2,0.8%,-2.5%,6.8%,4.2,8.8,-17.0%
Cc1ccccc1Nc1nc(N)nc(COC(=O)CCS(=O)(=O)c2ccc(Cl)cc2)n1,-17.7%,.,5.4%,.,.,20.7%
O=C(c1ccc(Cl)c(F)c1F)N1CCCC1,2.1%,1.9%,105.2%[activator],0.3,12.4,8.1%

# Later entries
SMILES,Sm TGR inh,FBPA Giardia inh,Pf growth 96h,CHX counter,Shiga inhibitor,Pf growth 48h
O=C(NCCCN1CCOCC1)c1cnn2c(-c3ccccc3)cc(-c3ccccc3)nc12,?,6.7%,9.28µM*,-2.9,23.9,?
O=C(CSc1ncn[nH]1)N1CCN(c2nnc(-c3ccccc3)c3ccccc23)CC1,-2.9%,-1.5%,?,-2.6,-9.2,?
O=C(NNc1nc2ccccc2s1)Nc1ccccc1,2.2%,-3.4%,174.9%[activator],37.0*,28.8*,92.3%[activator]
Cc1cc(C(=O)NC(=S)Nc2ccccc2N2CCCC2)ccc1[N+](=O)[O-],1.1%,-0.3%,-16.0%,-0.8,2.8,5.7%
NC(=O)c1cc(-c2ccccc2)nc(Oc2ccccc2)n1,-8.4%,-0.4%,-1.3%,8.5,35.5,2.1%
CCOC(=O)N1CCN(C(=O)c2ccc(S(=O)(=O)Nc3cccc(C(F)(F)F)c3)cc2)CC1,0.1%,.,-11.0%,.,.,?
COc1ccccc1C1C2=C(COC2=O)Nc2cc3c(cc21)OCO3 (configuration not stated),-17.4%,-6.1%,?,-2.6,-7.6,-23.7%
COCCNc1oc(-c2cccs2)nc1S(=O)(=O)c1ccc(C)cc1,-2.4%,-11.7%,?,3.8,-5.2,?
O=C(Nc1ccc(F)cc1)C(=O)c1c(O)[nH]c2ccc([N+](=O)[O-])cc12,?,?,27.4%,19.3*,25.8,12.3%
CNC(=S)N(CCO)Cc1cc2cc3c(cc2[nH]c1=O)OCCO3,11.7%,-7.7%,?,10.3,46.3,?
O=C(c1cc2ccccc2o1)N1CCN(S(=O)(=O)c2ccc(F)c(F)c2F)CC1,-4.5%,.,10.4µM*,.,.,8.28µM*
CSc1ccn(CCC(=O)O)c(=O)n1,8.5%,3.2%,.,-2.2,-13.6,4.7%
Cc1cc(C)nc(NS(=O)(=O)c2ccc(N/C=C/C(=O)c3ccc(Cl)cc3)cc2)n1,-8.2%,4.8%,22.1%,11.4*,19.9,10.9%
CCCCC(=O)Nc1ccc(C(=O)NNC(=S)NC(=O)c2ccccc2[N+](=O)[O-])cc1,-25.3%,26.0%,?,7.2,-4.2,?
COc1cc(/C=C/[N+](=O)[O-])ccc1OC(=O)/C=C/c1ccc(F)cc1,-25.6%,0.5%,89.7%[activator],-3.1,.,-0.9%
Cc1cc(C)cc(NC(=O)C(=O)NCCCN2CCOCC2)c1,2.9%&-8.7%,3.0%,23.5%,7.5,-13.2,?
CC1(c2ccc3ccccc3c2)NC(=O)N(CC(=O)N2CCCC(C(F)(F)F)C2)C1=O (configuration not stated),-8.6%,.,?,.,.,-5.4%
CC1(C)CC(=O)/C(=C(\O)Cc2ccccc2)C(=NCCCCCC(=O)O)C1,-3.3%,8.3%,?,-1.0,8.9,10.0%
Cc1nc2cc(-c3cccc(F)c3)nn2c(C)c1CCC(=O)N1CCC2(CC1)OCCO2,-2.4%,11.9%,?,-1.5,2.3,?
O=C(CSCc1ccc([N+](=O)[O-])cc1)Nc1ccccc1C(=O)O,-3.6%,-1.2%,9.28µM*,1.7,-18.4,1.7%
O=C(c1ccccc1F)N1CCN(c2ccc([N+](=O)[O-])cc2-n2cccc2)CC1,1.5%,1.5%,?,-1.7,13.0,?
COc1ccc(NC(=O)COC(=O)c2cc(SC)ccc2Cl)c(OC)c1,0.0%,-0.2%,16.6%,-2.5,-8.8,1.9%
O=C(O)c1ccc(/C=N/n2cc(-c3ccccc3)[nH]c2=S)cc1,4.1%,?,22.1%,0.6,-1.4,-7.7%
Cc1ccc(NC(=O)COC(=O)c2sccc2C)cc1S(=O)(=O)N1CCOCC1,3.7%,2.0%,?,9.3,5.4,?
Cc1ccc(S(=O)(=O)NCc2ccc(C(=O)N3CCN(c4ccc([N+](=O)[O-])cc4)CC3)cc2)cc1,2.3%,.,-6.0%,-7.3,0.9,?

# Next results follow:
SMILES,Sm TGR inh,FBPA Giardia inh,Pf growth 96h,CHX counter,Shiga inhibitor,Pf growth 48h
Cc1cc(C)cc(NC(=O)C2CCN(C(=O)c3cccs3)CC2)c1,3.1%,11.7%,0.7%,3.5,-6.1,-4.0%
CCOC(=O)C1Cc2c([nH]c3ccccc23)CN1 (configuration not stated),-32.6%,-10.3%,43.6%[activator],9.6,26.8,33.5%[activator]
COc1ccccc1OCc1ccc(C(=O)Nc2ccc(Cl)cn2)o1,0.0%,0.0%,-2.8%,11.7*,29.7,61.2%[activator]
O=C(COC(=O)c1cc(S(=O)(=O)N2CCOCC2)cs1)c1ccccc1,-11.5%,3.2%,9.28µM*,6.9,-0.1,18.8%
COc1cc(NS(=O)(=O)c2ccc3ccccc3c2)c2ncccc2c1,-0.4%,-16.0%&-5.5%,?,-1.8&-1.1,10.1&-4.4,4.15µM*
Cc1cc(C)nc(SCc2ccc(C(=O)O)o2)n1,-21.4%,16.5%,?,-1.3,-15.9,12.4%
CN1CN(c2cccc([N+](=O)[O-])c2)CN=C1N[N+](=O)[O-],1.3%,-10.6%,0.5%[5.75 µM],6.9,-8.3,-11.9%[5.75 µM]
CCCCn1c(SCC(=O)c2ccc(O)c(O)c2)nc2ccsc2c1=O,4.9%,?,?,-3.9,-11.9,-1.9%
Cn1c(=O)c2c(nc(CN3CCN(c4ccccc4)CC3)n2CCN2CCOCC2)n(C)c1=O,-28.3%,-11.0%,-3.5%[5.75 µM],-3.1,-10.5,-21.5%
S=C(NCC1CCCO1)NC1CCCCC1 (configuration not stated),11.9%,-8.3%,2.4%,7.1,-2.2,19.3%
Cc1cccc(-c2c(O)cc(=O)[nH]c2Cl)c1,7.4%,-1.4%,-5.0%,-0.3,26.6,-19.9%
Cc1ccc(N(CC(=O)NCc2ccc(Cl)cc2)S(C)(=O)=O)cc1,-21.1%,6.0%,0.0%,7.7,.,?
COc1cc(OC)c(NC(=O)c2ccoc2C)cc1Cl,-2.0%,-11.4%,.,-2.1,12.0,-8.9%
CCCc1nnc(NC(=O)CCC(=O)N2CCN(CCn3c(C)ccc3C)CC2)s1,0.0%,-10.8%,.,13.1,6.4,?
Cc1ccc(C)c(S(=O)(=O)N2CCCOC2CNC(=O)C(=O)NC2CCCC2)c1 (configuration not stated),-25.8%,.,?,-1.6,-8.0,-5.8%
O=C(NC(=S)NCc1ccco1)c1ccccc1,1.8%,0.2%,26.3%,-2.0,-3.5,3.9%
O=C(NCC1CCCO1)c1cc2cc(F)ccc2[nH]1 (configuration not stated),-33.6%,8.2%,?,27.4*,38.4*,.
Cc1cc(/C=N/n2cnnc2)c(C)n1-c1ccc(Cl)cc1Cl,-27.0%,5.8%,13.0%,-2.6,4.8,0.0%
Cc1c(NC(=O)COC(=O)c2ccc[nH]c2=O)c(=O)n(-c2ccccc2)n1C,1.2%,4.5%,?,-3.1,-9.8,16.1%
